# Screening results (PubChem BioAssay)
# TcdB inh: inhibitors of Clostridioides difficile toxin B glycohydrolase | inhibition, % at 9.99 µM | P18177 | 350,000 compounds, 0.24% hits | TcdB glycohydrolase enzymatic assay, plate reader; in the data active = inhibition above about 10%
# Y pestis TopoI: inhibitors of Yersinia pestis topoisomerase I | AID 504884 | Y. pestis Topo-I cleavage product accumulation, plate reader | 360,000 compounds, 0.064% hits | activity, % at 10 µM; in the data active = activity above about 50%, passing the limit was not always enough; also: inactives centre near 2
# MazEF act: activators of E. coli MazEF toxin-antitoxin RNase | P0AE70 | FAM/BHQ RNA-DNA oligo cleavage fluorescence, 5 h | activation, % at 20 µM | 350,000 compounds, 0.32% hits; in the data active = activation above about 50%
# Target sequence (P0AE70 whole entry, looked up): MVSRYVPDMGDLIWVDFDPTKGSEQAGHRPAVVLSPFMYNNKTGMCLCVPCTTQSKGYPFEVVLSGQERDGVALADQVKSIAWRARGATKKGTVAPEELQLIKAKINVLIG
# SSB-PriA inh: blocks PriA binding to SSB C-terminal tail. AlphaScreen SSBct-PriA binding, biotinylated peptide. inhibition, % at 33 µM. 430,000 compounds, 0.6% hits. AID 1272365; in the data active = inhibition mostly above about 37%, no sharp cut-off; inactive = mostly below about 20%;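 also: plate controls were negative control peptide for no effect and reference peptide for full effect; strong numbers were not always called active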
# Rv3671c protease: Rv3671c (M. tuberculosis) protease inhibition; 320,000 compounds, 0.048% hits; P9WHR9; inhibition, % at 5.96 µM; AID 2606; in the data active = inhibition above about 38%;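 also: extracellular domain of Rv3671c used as enzyme; 0% = enzyme with DMSO and 100% = no enzyme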
# Anthrax LF inh2: anthrax lethal factor protease inhibition | 360,000 compounds, 0.12% hits | AID 588501 | multiplex microsphere protease cleavage assay, LF | P15917 | inhibition, % at 10 µM; in the data active = inhibition above about 30%; also: plate controls were buffer without enzyme for full effect and enzyme alone for no effect
# Target sequence (P15917 whole entry, looked up): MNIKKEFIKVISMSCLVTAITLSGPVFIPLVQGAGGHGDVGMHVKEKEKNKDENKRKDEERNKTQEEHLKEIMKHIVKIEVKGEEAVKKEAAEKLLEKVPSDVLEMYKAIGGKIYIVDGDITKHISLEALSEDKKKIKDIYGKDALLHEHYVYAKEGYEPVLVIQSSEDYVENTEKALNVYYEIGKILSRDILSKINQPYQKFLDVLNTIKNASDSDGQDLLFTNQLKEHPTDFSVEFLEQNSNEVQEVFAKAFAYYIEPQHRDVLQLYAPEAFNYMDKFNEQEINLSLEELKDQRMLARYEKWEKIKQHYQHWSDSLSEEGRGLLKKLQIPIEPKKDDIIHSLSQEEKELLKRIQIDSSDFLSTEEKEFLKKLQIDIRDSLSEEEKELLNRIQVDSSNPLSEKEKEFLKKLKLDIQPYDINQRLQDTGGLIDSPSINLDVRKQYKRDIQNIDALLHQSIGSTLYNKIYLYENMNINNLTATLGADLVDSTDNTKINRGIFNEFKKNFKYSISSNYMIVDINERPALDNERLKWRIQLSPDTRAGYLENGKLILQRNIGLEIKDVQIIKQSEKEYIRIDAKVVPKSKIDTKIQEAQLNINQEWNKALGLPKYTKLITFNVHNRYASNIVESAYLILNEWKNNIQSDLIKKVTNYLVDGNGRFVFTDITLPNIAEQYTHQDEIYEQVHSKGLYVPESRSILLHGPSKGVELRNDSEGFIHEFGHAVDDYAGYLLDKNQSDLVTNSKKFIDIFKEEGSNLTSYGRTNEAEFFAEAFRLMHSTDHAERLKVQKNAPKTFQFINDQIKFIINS
# SARS 3CLpro inh: SARS-CoV 3CLpro protease inhibition | P0C6X7 | recombinant SARS-CoV 3CLpro, quenched FRET peptide cleavage | inhibition, % at 6 µM | 290,000 compounds, 0.14% hits | AID 1706; in the data active = inhibition above about 12%
# DUSP3 inh: blocks human VHR1 dual specificity phosphatase; P51452; recombinant VHR phosphatase, pNPP absorbance; inhibition, % at 13.3 µM; 290,000 compounds, 0.52% hits; in the data active = inhibition above about 50%; also: some compounds called inactive have numbers as strong as hits
# Target sequence (P51452 whole entry, looked up): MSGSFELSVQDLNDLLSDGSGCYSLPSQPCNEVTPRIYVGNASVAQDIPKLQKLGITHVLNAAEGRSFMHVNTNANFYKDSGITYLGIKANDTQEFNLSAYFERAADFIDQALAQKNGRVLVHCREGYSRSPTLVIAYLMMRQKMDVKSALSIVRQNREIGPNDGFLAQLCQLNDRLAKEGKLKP
# Vc quorum ag: inducers of Vibrio cholerae quorum light production without autoinducers | 350,000 compounds, 0.16% hits | activation, % at 18.7 µM | V. cholerae BH1578 lux reporter, luminescence, 6 h; in the data active = activation mostly above about 9.7%, no sharp cut-off; also: not every result past the cut was called active; inactives centre near 0; reference of the scale not given here
# PfHsp40 yeast: rescue of PfHsp40-mediated yeast toxicity | 340,000 compounds, 0.68% hits | AID 504582 | S. cerevisiae expressing PfHsp40, growth rescue, ATP luminescence | growth rescue, % at 12.5 µM; in the data active = growth rescue above about 28%, passing the limit was not always enough;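 also: yeast W303a lacking pdr1 and pdr3 grown in galactose medium; growth measured after three days at 30 °C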
# Numbers without * were called inactive; i = inactive; . = no result given; & = joins results of further samples.
SMILES,TcdB inh,Y pestis TopoI,MazEF act,SSB-PriA inh,Rv3671c protease,Anthrax LF inh2,SARS 3CLpro inh,DUSP3 inh,Vc quorum ag,PfHsp40 yeast
O=c1cc(CSc2ccccn2)[nH]c(=O)[nH]1,.,-5,2,-5,-5,-3,-2,12,-0.4,1.5
COc1cc(-c2n[nH]c(=S)n2-c2ccc(C)cc2)cc(OC)c1OC,.,-5,-6,-8,-3,1,0,-23,-0.2,0.5
O=C1N(Nc2ccccc2)C(c2ccc(Br)cc2)C12CCCC2 (stereo unspecified),.,4,6,6,4,-10,6,-8,.,-0.6
COC(=O)c1[nH]c2cc(OC)ccc2c1NC(=O)CCN1CCN(c2ccccc2)CC1,.,25,7,15,-7,-2,-2,27,i,-0.6
CCc1nc(N2CCN(C(=S)NCCCOC)CC2)c2c3c(sc2n1)CCCC3,-5.7,34,-22,3,-1,12,1,-7,-1.2,2.4
CC(=O)Nc1sc2c(c1C(N)=O)CCCC2,.,-3,-1,3&-6,5,0,6,26,-0.4,-1.6
CCOC(=O)C1(C)CCN1C(=O)c1ccoc1 (stereo unspecified),0.1,-1,.,.,.,3,.,.,-0.4,.
CCc1nnc2n1N=C(c1cccc([N+](=O)[O-])c1)CS2,3.4,-5,-9,-10,9,-3,5,0,-0.3,-1.0
Clc1ccc(C(CCN2CCCC2)Cc2ccccc2)cc1 (stereo unspecified),0.0,-2,11,-4,0,-12,-2,11,-0.5,2.1
CC(NC(=O)NC(N)=O)(C(F)(F)F)C(F)(F)F,0.2,1,3,-13,-1,-3,-3,30,-0.5,-0.6
O=C(NCCCN1CCCC1=O)c1c(O)nc2ccccn2c1=O,0.5,-5,6,-2,-3,2,1,52*,i,-0.7
CCCNC1=C(C)C(=O)C2=C(C1=O)C(COC(N)=O)[C@]1(OC)C3NC3CN21 (stereo partly specified),0.9,-3,-18,-13,-5,-17,1,20,2.2,1.5
CNC(=O)COC(=O)/C=C/c1nc2ccccc2s1,1.1,7,8,-8,0,3,6,-1,-1.3,2.2
CCOc1ccc(/C(O)=C2/C(=O)C(=O)N(CCN(CC)CC)C2c2cccs2)cc1 (stereo unspecified),-0.1,0,10,.,5,0,-1,11,-0.7,0.9
CSc1ncccc1C(=O)NC1CCCCCCC1,0.9,0,-10,-6,-17,-3,-3,5,i,-1.2
Cc1scc(C(=O)NNC(=S)NCC2CCCO2)c1-c1ccccc1 (stereo unspecified),0.3,1,-2,-6,2,0,-3,-2,-0.4,0.5
O=C1NC(=O)C(=Cc2ccc(N3CCOCC3)o2)C(=O)N1,0.9,4,-10,-7,-1,-4,1,6,-0.5,-0.1
CSCCC(NC(=O)C1CCC(C)CC1)C(=O)NCc1ccco1 (stereo unspecified),.,2,7,0,-8,-8,4,12,i,-1.1
CN(C)C(=O)CNC(=O)C1CCCCC1,.,-5,-2,-15,5,2,-7,18,0.7,19
Cc1ccc(NC(=S)Nc2cccc3ccccc23)cc1,1.0,-24,5,30,-1,-2,4,6,-0.3,-1.8

# Quoted from the entries so far for reference:
SMILES,TcdB inh,Y pestis TopoI,MazEF act,SSB-PriA inh,Rv3671c protease,Anthrax LF inh2,SARS 3CLpro inh,DUSP3 inh,Vc quorum ag,PfHsp40 yeast
CSCCC(NC(=O)C1CCC(C)CC1)C(=O)NCc1ccco1 (stereo unspecified),.,2,7,0,-8,-8,4,12,i,-1.1
CN(C)C(=O)CNC(=O)C1CCCCC1,.,-5,-2,-15,5,2,-7,18,0.7,19
Cc1ccc(NC(=S)Nc2cccc3ccccc23)cc1,1.0,-24,5,30,-1,-2,4,6,-0.3,-1.8

# (further entries)
SMILES,TcdB inh,Y pestis TopoI,MazEF act,SSB-PriA inh,Rv3671c protease,Anthrax LF inh2,SARS 3CLpro inh,DUSP3 inh,Vc quorum ag,PfHsp40 yeast
Cc1nnc(SCCn2c(N3CCC(Cc4ccccc4)CC3)nc3c2c(=O)[nH]c(=O)n3C)s1,.,.,7,9,4,.,5,7,.,.
O=C(Nc1ccccc1C(=O)N1CCCC1)c1ccccc1,0.1,2,3,-14,3,-5,6,5,i,20
CCn1c(SC)nc(O)c(C(c2ccc(OC)c(O)c2)c2c(O)nc(SC)n(CC)c2=O)c1=O,.,-1,14,-13,-5,-2,0,-45,.,-0.2
FC(F)(F)c1ccc(CN2C[C@@H]3C(c4ccc(Cl)nc4)C4(c5ccccc5)CC3(C4)[C@H]2c2ccccc2)cc1 (stereo partly specified),-0.2,-2,-3,9,-3,-1,.,15,9.1,-1.4
c1ccc(-c2nccc3ccccc23)cc1,1.0,7,-11,-7,1,1,.,.,-0.4,-0.9
COc1ccc(-n2nnnc2SCC(=O)Nc2ccccc2)cc1,.,-5,0,-4,-6,3,0,32,3.2,0.4
COc1ccc(N2CCN(C(=O)CSc3nc4[nH]ncc4c(=O)n3-c3ccc(Br)cc3)CC2)cc1,1.0,8,-3,4,-4,-1,-2,18,i,2.6
CNC(=S)SCCOc1ccccc1C,0.8,6,-5,-44,-5,-2,-2,-13,-0.6,-1.3
COc1cc(OC)c2c(-c3ccccc3)cc(=O)oc2c1C(CC(=O)N1CCOCC1)c1ccc2c(c1)OCO2 (stereo unspecified),8.4,2,-4,-4,1,-1,.,11,-0.8,0.3
O=C(CCSc1nc(-c2ccco2)cc(C(F)(F)F)n1)N1CCN(c2ccccn2)CC1,.,31,0,-5,-2,-3,-6,-19,1.1,3.1
COC1=CC(=O)OC(CCc2ccc3c(c2)OCO3)C1 (stereo unspecified),-0.7,3,10,-8,.,1,.,.,-0.7,0.5
CC(C)(C)NC(=O)CN(Cc1cccs1)C(=O)CCC(=O)Nc1nccs1,0.9,10,-1,-6,0,-2,1,26,-0.3,-0.4
O=C1c2cccc3cccc(c23)C(=O)N1c1cccc(O)c1,1.1,0,8,-14,5,6,3,16,0.6,-0.4
O=C(CN1CCN(C(c2ccccc2)c2ccccc2)CC1)N1N=CCC1c1ccccc1 (stereo unspecified),0.7,1,12,-3,1,18,0,39,-0.7,0.2
COC(=O)C1=C(c2ccccc2OCc2ccccc2)C[C@@H]2CC[C@H]1N2C(=O)NCc1cccc(F)c1,1.2,28,1,-12,-12,-2,.,.,i,6.5
c1ccc2c(c1)nc1sccn12,.,6,1,-7,-5,-7,-3,29,i,-0.6
O=C(NCCC1CCCCN1S(=O)(=O)c1ccccc1)C(=O)NC1CC1 (stereo unspecified),0.5,0,3,-2,3,0,.,.,-4.0,0.3
COc1ccc(C2CC(c3ccccc3)=NN2c2ccc(Cl)c(C(=O)O)c2)cc1 (stereo unspecified),-0.2,9,-1,-15,1,-1,12,13,i,6.2
O=C1CC(c2ccccc2)n2nc(NC(=O)C3CCCO3)nc2N1 (stereo unspecified),.,-5,4,-4,6,-4,-6,10,i,-0.9
CCCC(=O)NC(=S)Nc1cc(-c2nc3ncccc3o2)ccc1C,1.2,3,-13,6,3,-21,-1,1,-1.3,0.4

# Single values from above.
# In Rv3671c protease, O=C1CC(c2ccccc2)n2nc(NC(=O)C3CCCO3)nc2N1 (stereo unspecified) has the entry 6
# In MazEF act, O=C(CCSc1nc(-c2ccco2)cc(C(F)(F)F)n1)N1CCN(c2ccccn2)CC1 has the entry 0

# New compounds follow
SMILES,TcdB inh,Y pestis TopoI,MazEF act,SSB-PriA inh,Rv3671c protease,Anthrax LF inh2,SARS 3CLpro inh,DUSP3 inh,Vc quorum ag,PfHsp40 yeast
COc1ccc(-n2c(-c3ccc(Br)cc3)c[n+]3c2CCc2ccccc2-3)cc1,-0.1,20,17,-13,13,-1,-4,8,i,0.7
COC(=O)[C@]1(C)N[C@H](CN(C)S(=O)(=O)c2ccc(C)cc2)[C@@H]2C(=O)N(Cc3ccccc3)C(=O)[C@@H]21,1.7,16,5,-14,-3,-5,.,.,5.0,0.4
CC12CC3(C)CC(C)(C1)CC(C(=O)NC1=NCCS1)(C2)C3,.,-2,-8,-4,2,-3,6,.,i,-0.5
COc1ccc(NC(=O)C(=O)NCCC2CCCCN2S(=O)(=O)c2ccc(F)cc2)cc1 (stereo unspecified),-1.6,-1,1,-10,6,-2,.,.,-0.3,1.6
CCN(C(=O)COC(=O)c1ccc(-n2c(C)ccc2C)cc1)c1c(N)n(Cc2ccccc2)c(=O)[nH]c1=O,0.2,21,-2,6,.,-3,.,.,-1.8,2.2
O=C(Nc1ccc2c(c1)nc1n2CCSC1)c1ccccc1,.,6,-4,-12,-11,5,-3,-2,-0.2,0.5
CC(C)Nc1nc(Cl)nc(N(C#N)CN2C(=O)c3ccccc3C2=O)n1,.,-2,-2,-6,-2,-2,-5,-10,i,-1.6
CC(NC(=O)COC(=O)C1CCCCC1)c1ccccc1 (stereo unspecified),0.9,4,-7,-8,1,-6,.,.,-2.3,-1.1
COc1cccc(C(=O)Nc2cccc(S(=O)(=O)NC3=NCCC3)c2)c1,0.7,-9,4,-15,2,-8,.,.,i,0.5
C=C(C)c1cccc(C(C)(C)NC(=O)N2CCCC(C(N)=O)C2)c1 (stereo unspecified),.,-8,4,-15,-1,1,2,10,0.4,-1.2
O=C(N/N=C/c1ccc(Cl)c([N+](=O)[O-])c1)c1cc(-c2ccccc2)nc2ccccc12,1.5,-4,1,.,-10,-2,5,8,-1.0,-0.8
COc1ccc(S(=O)(=O)N2CCOCC2)cc1NC(=O)CSc1n[nH]c(=O)n1C1CC1,1.1,-5,-3,15,2,2,2,30,i,1.6
CC(C)(C)Cc1nnc(NC(=O)c2ccc3c(c2)OCO3)s1,0.3,2,9,-10,-2,-2,2,-20,-0.1,-2.4
Cc1ccc(S(=O)(=O)CCC(=O)OC(C)C(=O)c2c(C)[nH]c3ccccc23)cc1 (stereo unspecified),0.4,-5,0,-9,-7,-4,-8,-14,i,1.6
CC1CCC2(CC1)NC(=O)N(CC(=O)Nc1cccc(S(=O)(=O)N3CCOCC3)c1)C2=O (stereo unspecified),-0.3,-6,3,-3,-9,0,1,-19,-2.4,-0.6
CC(C)CC(=O)Nc1c2c(nn1-c1cccc(Cl)c1)CS(=O)C2 (stereo unspecified),0.1,4,6,-10,-1,-13,7,21,-0.6,-0.9
CCOC(=O)c1cnc(SCc2nc(N)nc(Nc3ccc(OC)cc3)n2)nc1N,.,-2,-11,2,-9,-22,-4,18,-0.7,0.7
Cc1ccc2cc(CN(Cc3ccco3)C(=O)NC3CCCCC3)c(=O)[nH]c2c1C,1.3,12,-1,1,2,-4,4,-4,-0.2,2.4
CCN1CCN(C(=O)c2cc(-c3ccco3)nc3ccccc23)CC1,-3.0,-6,-1,-3,6,2,.,.,-5.7,-2.0
Cc1ccccc1OCC(=O)OCC(=O)Nc1cc(S(C)(=O)=O)ccc1Cl,0.5,7,1,-14,0,7,.,.,1.9,-0.1
Oc1ccc(/C=N/Nc2cccc3cccnc23)c(O)c1,-0.5,-13,25,.,2,-8,8,-22,5.9,0.8
Cc1ccccc1C(=O)Oc1ccc(Cl)cc1C(=S)N1CCOCC1,0.0,3,-2,3,-3,-7,0,10,-4.2,-0.3
CC(=O)Nc1cccc(-c2ccnc3c2CC(C)(C(=O)NCc2ccc(N(C)C)cc2)O3)c1 (stereo unspecified),-1.3,20,.,.,.,-1,.,.,-0.3,.
O=C(O)CCn1nc(-c2ccc(F)cc2)cc(Cc2ccccc2)c1=O,.,15,2,12,4,7,-5,-5,-10,-0.9
CCOC(=O)C1CCN(C(=O)COC(=O)COc2ccccc2OC)CC1,.,2,6,-2,1,4,-4,18,-1.6,-0.7
COc1ccc(CCNS(=O)(=O)c2cc3c4c(c2)CC(=O)N4CCC3)cc1,1.5,2,14,-15,-1,-3,0,-4,i,1.4
O=[N+]([O-])c1ccccc1S(=O)(=O)NC1CCCC1,1.0,4,1,4,11,2,-3,6,i,-0.9
Cc1csc(NC(=O)C2CCN(S(=O)(=O)c3ccccc3)CC2)n1,1.4,-2,-1,-9,.,12,.,.,i,-1.7
O=C(CSc1nc(O)c(C2CCCCC2)c(=O)[nH]1)N1CCOCC1,-0.2,-4,-4,5,-3,-8,-3,20,i,0.5
O=c1cc(CSc2nnc(-c3ccccc3)o2)c2ccccc2[nH]1,0.3,3,20,-4,-6,0,-4,18,-0.4,-0.2
NNc1ccccc1C(F)(F)F,0.5,8,6,4,.,-2,5,13,-0.3,-0.6

# An excerpt; count on the stated rates, not on these rows.
